FLuc act counter – FLuc activators, initial screening, artefact control for FLuc-dependent activation tests, biochemical, ATPlite luminescence; Luciferin 4-monooxygenase (Photinus pyralis), P08659; ATPlite luciferase biochemical, 10 min; 0 = ATP-free wells, 1 = DMSO control; activation factor at 10 µM; 200,000 tested, under 10 active; AID 1027, 2008;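 active means luciferase activation factor, scaled between plate controls, of at least 2 with compound at 10 µM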
Target sequence (P08659 whole entry, looked up): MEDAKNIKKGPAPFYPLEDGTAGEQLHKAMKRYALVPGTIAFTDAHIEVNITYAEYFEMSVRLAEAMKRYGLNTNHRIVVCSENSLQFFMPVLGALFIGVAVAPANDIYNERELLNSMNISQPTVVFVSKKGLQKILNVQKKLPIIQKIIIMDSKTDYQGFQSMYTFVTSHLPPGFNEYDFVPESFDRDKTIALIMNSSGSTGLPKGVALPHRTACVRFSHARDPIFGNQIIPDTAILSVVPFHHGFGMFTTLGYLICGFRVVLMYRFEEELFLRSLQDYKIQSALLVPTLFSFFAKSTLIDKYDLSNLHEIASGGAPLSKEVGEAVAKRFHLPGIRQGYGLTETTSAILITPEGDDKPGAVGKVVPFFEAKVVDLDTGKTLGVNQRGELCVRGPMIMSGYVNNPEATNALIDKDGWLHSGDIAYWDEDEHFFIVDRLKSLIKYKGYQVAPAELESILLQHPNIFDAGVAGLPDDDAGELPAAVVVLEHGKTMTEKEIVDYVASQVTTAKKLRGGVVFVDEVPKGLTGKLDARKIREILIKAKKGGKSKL
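test system = cell-free luciferase reagent | medium = PBS as buffer for the ATP substrate | dosing = test compounds dosed from 2 mM stocks in 100% DMSO | incubation = 10 min at ambient temperature | detection = luminescence measurement of luciferase light output | benchmarks = low control with PBS replacing ATP, high control enzyme plus ATP without compound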
G6PDH counter – L. mesenteroides G6PDH inhibitors, counter-screen for G6PDH-coupled screening assays, biochemical, Leuconostoc mesenteroides enzyme | glucose-6-phosphate dehydrogenase [Leuconostoc mesenteroides] | Purified L. mesenteroides G6PDH, diaphorase/resazurin coupled fluorescence, 45 min | inhibition, % at 5 µM | 200,000 compounds, 0.12% hits; in the data active means inhibition above about 50%
APP 5UTR inh – inhibitors of APP translation via 5'UTR reporter, primary screen, APP 5'UTR luciferase, SH-SY5Y cells; SH-SY5Y APP 5'UTR-luciferase reporter, luminescence; inhibition, % at 2 µM; 190,000 compounds, 0.82% hits; AID 1285, 2008;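 active means inhibition above a set limit, derived from the sample mean plus 3 SD, cut at about 45% in these data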; further: values of inactives mirror those of a sister screen read the other way
APP 5'UTR act – activators of APP 5'UTR luciferase reporter, primary screen, SH-SY5Y cells; SH-SY5Y APP 5'UTR luciferase reporter, luminescence; zero percent = DMSO vehicle wells; activation, % at 2 µM; 190,000 compounds, 1% hits; AID 1276, 2008;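 active means activation above a set limit, based on mean plus 3 SD of controls, cut at about 140% in these data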; further: values of inactives mirror those of a sister screen read the other way
Redox H2O2 prof – compounds producing H2O2 with reducing agent – biochemical, NIH compound library profiling, artefact control for MLSCN library redox annotation, primary screen | 200,000 compounds, 0.03% hits | activation, % at 10 µM | AID 878, 2007 | DTT-dependent redox cycling H2O2, phenol red/HRP absorbance; 100% = 100 µM peroxide control, 0% = buffer;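 active means activation of at least 50% relative to the plate's high and low controls in the primary single-dose screen; inactive means activation below 50%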;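 further: compound incubated with DTT at 0.8 mM final as the reducing agent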
HMGR II inh – inhibitors of E. faecalis class II HMGR, primary screen, biochemical, Enterococcus faecalis. HMG-CoA reductase (Enterococcus faecalis, mvaE). purified E. faecalis HMGR, NADPH absorbance 340 nm kinetic. inhibition, % at 10 µM. 190,000 compounds, 0.41% hits. AID 1066, 2008;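 active means inhibition above a set limit, the median over all tested compounds plus 3 SD, cut at about 9.5% in these data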;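 further: enzyme runs in reverse so mevalonate oxidation gives rising NADPH absorbance; 0% = complete reaction with DMSO and 100% = background rate lacking mevalonate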
Hsp70 activator – Hsp70 transcriptional activators, primary screen, cell-based, HeLa, Hsp70 promoter luciferase, luminescence, 10 µM | 200,000 compounds, 0.04% hits | AID 1203, 2008 | activation, % at 10 µM | HeLa Hsp70 promoter luciferase reporter; scaled: vehicle 0, proteasome-inhibitor control 100%;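 active means activation above the mean across all tested compounds plus 3 SD, cutoff set per campaign, cut at about 5.5% in these data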;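 further: 100% = MG132 at 30 µM as the positive control and 0% = DMSO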
NF-kB neuron act – activators of NF-kB expression in neurons, primary screen, cell-based, HTS; human neuronal cells, NF-kB reporter expression; hits give high values; fold change at 12.5 µM; 190,000 compounds, 1.6% hits; in the data active means fold change above about 3.3
STAT1 activator – STAT1 signaling activators, primary screen, cell-based, HTS, luciferase reporter; NIH 3T3 STAT1-luciferase reporter, IFN-gamma, luminescence; 100% = IFN-gamma alone, no compound; activation (% of control), % at 5.5 µM; 200,000 compounds, 2.6% hits; AID 932, 2007;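 active means activation above the screen-wide mean activation plus 3 SD, cut at about 130% in these data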;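 further: raw ratio to IFN-gamma control signal so 100% means no change and 0% no light; values of inactives mirror those of a sister screen read the other way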
FLuc inh counter – firefly luciferase enzyme inhibitors, primary screen, artefact control for luciferase-based inhibitor screens, biochemical, luminescence, ATPLite | Luciferin 4-monooxygenase (Photinus pyralis), P08659 | 10 min | inhibition, % at 10 µM | 200,000 compounds, 1.5% hits;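 active means inhibition above about 50% when tested at 10 µM, limit read from the data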
Active calls of the source: *; / = no result given.

SMILES	FLuc act counter	G6PDH counter	APP 5UTR inh	APP 5'UTR act	Redox H2O2 prof	HMGR II inh	Hsp70 activator	NF-kB neuron act	STAT1 activator	FLuc inh counter
O=C(CSc1ncccn1)N1CCc2ccccc2C1	1	16	-3	3	-0.2	-3	-0.2	1.4	107	0
C=CCOc1ccc(C=Nc2cccc(Cl)c2)c(O)c1	1	26	15	-15	-0.1	1	0.3	1.6	102	1
CCOc1ccccc1OCCn1ncc2ccc(OC)c(OC)c2c1=O	1	13	-6	6	2.4	1	-0.1	1.2	102	3
COc1cc(CN2CCN(c3cccc(C)c3C)CC2)cc(Br)c1O	1	8	18	-18	-0.8	-4	-0.4	1.2	92	-3
CC(NC(=O)CN1C(=O)NC(Cc2ccccc2)(Cc2ccccc2)C1=O)C12CC3CC(CC(C3)C1)C2 (centres undefined)	1.1	-5	5	-5	0.9	1	-0.3	0.66	95	-8
CC(C)OCCCNc1nc2c([nH]1)c(=O)n(C)c(=O)n2C	1.1	6	-5	5	-3.4	0	-0.2	0.97	91	-6
Cc1cc(C)c(OCC(=O)Nc2ccccc2N2CCOCC2)c(C)c1	1.1	4	-4	4	1.3	1	-0.2	0.63	104	-6
NS(=O)(=O)c1ccc(NC(=O)CSc2nnc(COc3ccccc3Cl)n2C2CC2)cc1	1.1	3	7	-7	0.0	-1	-0.2	1.1	101	-9
Cn1c(CC(=O)Nc2ccccc2)n[nH]c1=S	1	14	23	-23	-0.2	0	0.0	1	106	-3
COC(=O)c1ccccc1NC(=O)CSc1nncn1C	1.1	9	-25	25	-1.7	-4	-0.1	1.1	91	-5
CCOc1ccc2nc(SCC(=O)N(C)C3CCS(=O)(=O)C3)[nH]c2c1 (centres undefined)	1	5	0	0	0.2	-2	-0.4	1.3	103	-3
Cc1ccc(NCCCCO)cc1C	1	7	17	-17	-0.2	-3	0.1	1.1	95	-4
O=C(NC1CCCC1)C(c1ccccc1F)N(C(=O)Cc1cccs1)c1ccc2c(c1)OCCO2 (centres undefined)	1	9	-5	5	1.2	-6	-0.1	0.43	98	-1
COc1cccc(-n2nc(C(=O)O)c3ccccc3c2=O)c1	1	-7	-11	11	0.0	3	-0.2	1.1	92	-1
O=C(Nc1ccccc1N1CCCC1)c1cc(Cl)ccc1Cl	1.1	13	-26	26	-0.6	1	0.3	0.87	96	-6
Cc1occc1-c1nnc(SCC(=O)N2CCN(c3ccc(F)cc3)CC2)n1C	1.1	2	1	-1	-0.7	-5	-0.1	1.1	100	-8
O=C(c1ccccn1)N(Cc1ccco1)C1(C(=O)NC2CCCC2)CCCCC1	1.1	9	9	-9	-0.1	6	-0.3	1.1	94	-7
CC(C)Oc1ccc(C2C(C(=O)c3ccco3)=C(O)C(=O)N2CCCN(C)C)cc1 (centres undefined)	/	/	-22	22	2.8	/	0.2	/	106	/
Cn1cccc1Cc1nnc(SCC(=O)Nc2ccccc2)n1-c1ccc(F)cc1	1	-7	9	-9	-2.3	2	-0.1	0.97	102	-3
Cc1oc(-c2ccoc2)nc1CN(CC1CCC(=O)N1)C(C)C (centres undefined)	1.1	16	-12	12	1.2	0	0.1	1	99	-9
O=C(N/N=C\c1ccc(Cl)cc1Cl)c1sccc1-n1cccc1	1	4	8	-8	1.1	5	-0.2	0.92	110	1
COCCCNC(=O)c1ccccc1NS(=O)(=O)c1ccc(C)cc1	1	-7	0	0	0.4	-6	-0.3	1.2	102	-5
CCNC(=O)c1ccc(-n2nc(C)cc2-c2ccccc2)cc1	1.1	2	-4	4	1.6	-6	-0.1	1.1	96	-8
Nc1cc(-c2cccc(F)c2)nn1S(=O)(=O)c1cccc2nsnc12	1	-7	6	-6	-0.1	-7	-0.4	0.88	97	-5
COc1ccc(Cn2c(C)nnc2-c2cnn(C)c2N)cc1	1	15	-4	5	-0.2	-4	-0.1	1.3	104	4
COC(=O)c1cccc(NC(=O)CSc2ncn[nH]2)c1	1	0	-3	3	2.2	-3	0.1	1.2	98	-2
CC1Cc2ccccc2N1C(=O)COC(=O)CNC(=O)c1ccc(Br)o1 (centres undefined)	1	16	-2	2	0.3	-4	-0.4	0.93	100	3
O=C(NCCc1ccc(Cl)cc1)C1CCN(c2cnccn2)CC1	1.1	-1	5	-5	-0.1	-2	-0.3	0.93	96	-6
Cc1cc(S(=O)(=O)Nc2ccc(N(C)C)cc2)c(C)s1	1	2	9	-9	-0.6	-6	-0.3	0.72	96	-5
O=C(COC(=O)c1c2c(nc3ccccc13)/C(=C\c1cccs1)CCC2)Nc1ccccc1Cl	1.1	9	16	-16	0.4	-2	-0.4	0.7	89	-8
Nc1nnc(SCC(=O)Nc2sc3c(c2C(=O)c2ccccc2)CCCC3)s1	1	-8	12	-12	0.2	5	-0.5	1	101	-2
CCN1CCN(c2cc(C(C)(C)C)nc3c(-c4ccccc4)c(C)nn23)CC1	1	8	3	-3	-0.4	0	0.0	0.94	97	-1
Cc1cc(C)c(S(=O)(=O)N2CCCOC2CNC(=O)C(=O)NCCCn2ccnc2)c(C)c1 (centres undefined)	1	9	-6	6	0.3	3	0.5	1.1	108	-4
COc1ccc(NC(=O)C(c2ccc(OC)cc2)N(C)C(=O)CC2NC(=O)NC2=O)cc1 (centres undefined)	1.1	2	2	-1	-0.6	0	-0.1	1.1	93	-7
O=C(CCc1ccccc1)Nc1c(F)c(F)c(F)c(F)c1F	1.1	3	3	-3	-0.1	/	0.3	0.99	106	-8
Cc1sc2ncnc(NCCCN3CCCC3=O)c2c1C	1	10	-3	3	-1.3	-6	0.2	1	88	-2
O=C(COC(=O)c1ccco1)Nc1ccc(Br)cc1	0.9	5	-2	2	-0.5	0	0.1	1	102	15
COc1cnn(-c2ccc(C)cc2)c(=O)c1SCc1ccccc1	1	0	-26	26	-4.0	0	-0.3	1.9	126	4
N#C/C(=C\C1=C(N2CCOCC2)C(=C\c2ccc(Cl)cc2)/CC1)C(=O)Nc1ccccc1F	0.9	0	7	-7	0.6	2	-0.2	1.5	93	13
O=C(CC1(O)C(=O)c2ccccc2C1=O)c1ccccc1	1	1	-1	1	0.4	2	-0.5	1.3	105	2

Six entries from above, with bars between the fields:
canonical_smiles | FLuc act counter | G6PDH counter | APP 5UTR inh | APP 5'UTR act | Redox H2O2 prof | HMGR II inh | Hsp70 activator | NF-kB neuron act | STAT1 activator | FLuc inh counter
CCNC(=O)c1ccc(-n2nc(C)cc2-c2ccccc2)cc1 | 1.1 | 2 | -4 | 4 | 1.6 | -6 | -0.1 | 1.1 | 96 | -8
Nc1nnc(SCC(=O)Nc2sc3c(c2C(=O)c2ccccc2)CCCC3)s1 | 1 | -8 | 12 | -12 | 0.2 | 5 | -0.5 | 1 | 101 | -2
Nc1cc(-c2cccc(F)c2)nn1S(=O)(=O)c1cccc2nsnc12 | 1 | -7 | 6 | -6 | -0.1 | -7 | -0.4 | 0.88 | 97 | -5
O=C(CC1(O)C(=O)c2ccccc2C1=O)c1ccccc1 | 1 | 1 | -1 | 1 | 0.4 | 2 | -0.5 | 1.3 | 105 | 2
COC(=O)c1ccccc1NC(=O)CSc1nncn1C | 1.1 | 9 | -25 | 25 | -1.7 | -4 | -0.1 | 1.1 | 91 | -5
CC(C)Oc1ccc(C2C(C(=O)c3ccco3)=C(O)C(=O)N2CCCN(C)C)cc1 (centres undefined) | / | / | -22 | 22 | 2.8 | / | 0.2 | / | 106 | /

The main list resumes; the three compounds before the break are reprinted first.
SMILES	FLuc act counter	G6PDH counter	APP 5UTR inh	APP 5'UTR act	Redox H2O2 prof	HMGR II inh	Hsp70 activator	NF-kB neuron act	STAT1 activator	FLuc inh counter
COc1cnn(-c2ccc(C)cc2)c(=O)c1SCc1ccccc1	1	0	-26	26	-4.0	0	-0.3	1.9	126	4
N#C/C(=C\C1=C(N2CCOCC2)C(=C\c2ccc(Cl)cc2)/CC1)C(=O)Nc1ccccc1F	0.9	0	7	-7	0.6	2	-0.2	1.5	93	13
O=C(CC1(O)C(=O)c2ccccc2C1=O)c1ccccc1	1	1	-1	1	0.4	2	-0.5	1.3	105	2
CCC(C)[C@H](NC(=O)N1CCCC1)C(=O)O (some centres undefined)	1	4	-12	12	2.1	-3	-0.5	0.97	96	-4
CC(C)(C)NCc1cc(Br)ccc1OCc1cccs1	1	-22	22	-22	-0.1	-4	-0.5	0.88	103	-4
CC(c1nccs1)N(C)C(=O)CCc1nnc(CCc2ccccc2)o1 (centres undefined)	1.1	13	-17	17	0.2	-2	-0.3	1.1	110	-8
COc1ccc(/C=N/Nc2nncc3ccccc23)cc1	0	-14	-188	188*	-0.2	-3	-0.2	3.1	120	97*
CCOc1ccc(/C=N/n2c(C)nnc2C)cc1OC	1.1	1	-8	8	-0.2	-3	-0.1	1.3	98	-6
CC(=O)NC1=NN(c2ccccc2)C(=O)C1	1	3	-14	14	3.1	/	-0.1	1.5	97	-3
CCCc1nc2ccccc2c(=O)n1-c1ccc(C(=O)OCC)cc1	1.1	12	-11	11	4.0	2	-0.2	1.1	85	-6
CCOC(=O)c1ccc(N2Cc3ccccc3C2=NC(=O)c2ccncc2)cc1	0.9	3	-28	28	-0.5	3	-0.2	1.7	119	12
O=C(NCCc1ccccc1)c1c(F)cccc1F	0.9	8	-76	76	-0.1	-7	0.5	1	124	11
CCN1C(=O)/C(=C/C=C2\C=CN(CC)c3ccccc32)SC1=S	0.6	-1	-98	98	0.9	-4	-0.3	0.99	100	37
O=C(COC(=O)c1ccc(Cl)cc1O)NC(=O)C1CCCCC1	1.1	6	3	-3	-0.9	-5	-0.4	1.1	96	-8
O=C(Cn1cc(SCc2ccc(F)cc2)c2ccccc21)N1CCOCC1	1	11	-1	1	0.5	2	-0.5	1.4	102	4
CC(=O)Oc1ccc(C(=O)Nc2cc(C)ccc2NC(=O)COc2ccccc2)cc1	1	3	-30	30	0.9	-2	-0.2	0.91	100	-2
O=C(c1ccc2c(c1)OCO2)C1CCCN(C(=O)Nc2ccc(F)cc2F)C1 (centres undefined)	1	2	-6	6	-0.2	-5	0.0	1.5	100	-2
CC(C)[C@H](NS(=O)(=O)c1ccccc1)C(=O)OCn1nnc2ccccc2c1=O	1	2	-1	1	0.1	-2	-0.5	0.89	101	-4
CCOc1cccc(-c2nnc3sc(-c4ccco4)nn23)c1	1.1	3	13	-13	-0.8	3	-0.3	1.2	95	-7
